PglD DTNB = C. jejuni PglD acetyltransferase inhibitors, primary screen, biochemical, DTNB colorimetric, single point; inhibition, % at 12.5 µM; purified PglD enzyme, DTNB colorimetric CoA detection; 360,000 compounds, 0.098% hits; AID 602405, 2012; in the data active = inhibition above about 16%, passing the limit was not always enough; note: strong numbers were not always called active
PAX8 reporter = inhibitors of PAX8-driven TPO luciferase reporter, primary screen, RMG-I cells, single concentration; SteadyGlo, 24 h; inhibition, % at 12.6 µM; 360,000 compounds, 1.2% hits; AID 652154, 2013;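 active = mean replicate inhibition at least 60% with every replicate also reaching 60%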;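 note: luciferase light reporting Pax8 driven TPO promoter activity; plate controls were median of neutral control wells for no effect and mitoxantrone controls for full effect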
Cneo AK release = Cryptococcus neoformans cell lysis inducers, primary screen, AK release luminescence, single concentration; 360,000 compounds, 0.2% hits; C. neoformans lysis, adenylate kinase release luminescence, 4 h; normalised: neutral wells 0, clomiphene wells 100; lysis activity, % at 15 µM;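 active = mean lysis activity across replicates of at least 80%, whatever share of replicates individually reach that level; inactive = mean lysis activity below 80%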
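Material – Cryptococcus neoformans yeast cells · Quantity – 5 × 10^6 yeast cells/mL · Buffer or medium – YPD medium · Compound – single dose · Timing – 4 h static compound exposure, 37 °C, read 1 h post-reagent · Signal – adenylate kinase release luminescence · Read-out basis – lysis from increased AK signal · Benchmarks – Clomiphene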
ARNT-TACC3 inh = disruptors of ARNT/TACC3 protein interaction, primary screen, biochemical, AlphaScreen, single concentration; Transforming acidic coiled-coil-containing protein 3 (Homo sapiens), Q9Y6A5; AlphaScreen His-ARNT PAS-B/GST-TACC3 binding, luminescence; TACC3 fragment carries E629A point mutation; inhibition, % at 9.99 µM; 390,000 compounds, 0.66% hits; AID 623870, 2012;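 active = mean inhibition of replicates at least 50% and at least half of replicates each reaching 50%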;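 note: 0% = complete ARNT plus TACC3 wells and 100% = ARNT alone without TACC3; many hits fall short of the cut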
PGC1a acetyl inh = inhibitors of PGC1a acetylation signal, primary screen, cell-based, U2OS, AlphaScreen, inhibitor mode; 350,000 compounds, 0.17% hits; AlphaScreen anti-acetyl-lysine; with virally co-expressed GCN5 acetyltransferase; inhibition, % at 15.6 µM;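 active = every replicate shows inhibition of at least 40%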;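 note: 0% = neutral control wells and 100% = positive control wells; some results beyond the cut were filed as inactive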
Statin myotox sup = suppressors of statin myotoxicity in C2C12 myotubes, primary screen, cell-based, single point, plate reader; C2C12 myotubes + simvastatin, ATP luminescence, 48 h; scaled: DMSO 0, geranylgeraniol control 100; rescue of ATP level, % at 7.49 µM; 330,000 compounds, 0.78% hits; AID 602340, 2012;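 active = mean ATP rescue above about 67%, or every replicate alone reaching that limit, limit read from the data, passing the limit was not always enough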;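 note: myotubes were challenged with 10 µM simvastatin during compound exposure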
INS-1E GSIS act = GLuc luminescence reporter in INS-1E cells, primary screen for activators of glucose-dependent secretion of insulin; AID 743287, 2014; INS-1E GLuc reporter insulin secretion, 2-3 h; 370,000 compounds, 0.61% hits; activation, % at 16.6 µM;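 active = lowest replicate activation of at least 40%, so every replicate reaches that level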;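 note: 0% = median of neutral control wells and 100% = median of IBMX positive control wells; some compounds called inactive have numbers as strong as hits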
LGR2 antag = inhibitors of bursicon-induced LGR2 CRE-luciferase signal, primary screen, cell-based, HEK293, CRE-luciferase reporter, bursicon stimulation; 380,000 compounds, 0.35% hits; inhibition, % at 9.99 µM; bursicon-stimulated, 4 h;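 active = drop in luminescence signal, shown as inhibition above about 50% in the replicate tests, limit read from the data, passing the limit was not always enough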;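 note: agonist challenge used bursicon conditioned medium at about half maximal strength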
Numbers without * were called inactive; nt = no result given; & = joins results of further samples. This is a random part of the collection. Share with any hit: about 2.9%.

SMILES	PglD DTNB	PAX8 reporter	Cneo AK release	ARNT-TACC3 inh	PGC1a acetyl inh	Statin myotox sup	INS-1E GSIS act	LGR2 antag
C[C@H](CO)N1C[C@H](C)[C@H](CN(C)CC2CC2)OCCCC[C@H](C)Oc2ccc(NC(=O)CCC(F)(F)F)cc2C1=O	8	1	0	-6	5	nt	7	-20
N#C/C(=N\Nc1ccc(S(=O)(=O)N2CCc3ccccc32)cc1)C(N)=S	-2	-6	-8	12	-15	-59	-5	10
C[C@@H]1CCCCO[C@@H](CN(C)S(=O)(=O)c2ccc(Cl)cc2)[C@@H](C)CN([C@@H](C)CO)C(=O)c2cc(NC(=O)NC3CCCCC3)ccc2O1	-6	-14	-3	-9	-2	nt	-10	-45
C[C@@H]1CN([C@@H](C)CO)S(=O)(=O)c2ccc(-c3cccnc3)cc2O[C@@H]1CN(C)C	-1	nt	1	-2	12	-7	22	-11
Cc1nc2ccccc2n1CC(=O)NC(C)C1CC2CCC1C2 (stereo not given)	nt	20	nt	-6	-1	nt	-24	11
CC(C)Nc1ncnc2c1nnn2Cc1ccccc1	3	9	-1	0	11	nt	nt	nt
Cc1ccn(CC(=O)N2CCCC(N3CCN(c4ccccc4F)CC3)C2)n1 (stereo not given)	4	-15	0	-6	2	2	3	-21
c1ccc(Cc2nnc3sc(-c4cccnc4)nn23)cc1	0	nt	-4	-1	nt	14	nt	nt
CN(CC(=O)Nc1ccc(Cl)c(C(F)(F)F)c1)C(=O)CC1Sc2ccccc2NC1=O (stereo not given)	1	24	12	1	nt	-3	-46	1
COCCNC(=O)COc1cccc(Oc2ccccc2)c1	6	nt	-2	-2	13	3	nt	nt
CN(C)S(=O)(=O)c1ccc(C(=O)NCCc2ccco2)cc1	0	-33	0	nt	nt	-5	-1	-40
NC(=O)Cc1ccc(Nc2nnc(-c3ccccc3)c3ccccc23)cc1	4	-4	3	nt	-61	54	4	12
CCOC(=O)CC1=NN(c2ccccc2)C(=O)C1	nt	17	nt	-25	6	nt	-10	1
O=C(NN=Cc1ccccc1C(=O)O)C(=O)NN=Cc1ccccc1C(=O)O	-3	0	-4	21	3	3	16	3
O=C(NCCCN1CCOCC1)C(=O)NCc1ccccc1Cl	-1	1	1	-2	-10	-10	-5	3
COc1cccc(NC(=O)CN2C(=O)CSc3ccc(S(=O)(=O)N4CCCCC4)cc32)c1	2	20	5	-6	6	6	-26	33
O=C1CCN(S(=O)(=O)c2cc(C(F)(F)F)ccc2Cl)CC1	2	-7	-1	-1	3	8	16	-5
CC(=O)Nc1sc2c(c1C(c1ccc(Cl)cc1)N1CCOCC1)CCCC2 (stereo not given)	4	nt	-6	10	nt	23	-47	14
O=C(O)CCCNC(=O)c1cncc(O)c1	-2	nt	1	0	15	8	nt	nt
CO[C@H]1CN(C)C(=O)c2cc(NC(=O)Nc3cc(F)ccc3F)ccc2OC[C@@H](C)N(C)C[C@H]1C	-1	nt	0	nt	6	-3	-6	-4
C[C@@H]1CN([C@H](C)CO)C(=O)c2cccc(NS(=O)(=O)c3cn(C)cn3)c2O[C@H]1CN(C)Cc1ccc(-c2ccccc2)cc1	-5	13	-2	3	2	39	6	-16
O=S(=O)(Cc1ccccc1)NCc1cccnc1	-8	nt	1	0	-4	-4	1	14
O=C(Nc1cccc(F)c1)N1[C@@H]2CNC[C@H]1C2c1ccc(-c2cccnc2)cc1 (stereo not given in full)	nt	-7&-24	nt	nt	6&7	nt	3&-9	-12&-1
Cc1ccc(-c2cc(C(=O)NCCCN3CCCC3)c3ccccc3n2)cc1C	1	-26	-3	9	nt	-10	3	12
COCCCn1c(SCc2nnc(-c3ccc(OC)c(OC)c3)o2)nc2ccccc2c1=O	-1	nt	5	nt	16	5	26	1
NC(=O)C1=C[C@@H](C2CCCCC2)C[C@@H](OCCCCO)O1	2	-12	5	2	2	-7	9	0
CCNC(=O)C[C@@H]1CC[C@@H]2[C@H](COC[C@@H](O)CN2C(=O)Nc2c(C)noc2C)O1	1	-3	-5	11	6	-7	8	20
O=C(NCc1ccc(Cl)cc1)C1CCCN(c2cnccn2)C1 (stereo not given)	1	2	-5	10	nt	-14	6	-2
C[C@H]1CN([C@@H](C)CO)C(=O)c2cc(NS(=O)(=O)c3cn(C)cn3)ccc2O[C@@H]1CN(C)C(=O)Nc1ccc(C(F)(F)F)cc1	-3	nt	3	-10	8	nt	3	0
CN1CCN(C(=O)c2ccc(Oc3ccc([N+](=O)[O-])cc3)cc2)CC1	-4	6	2	-9	nt	5	3	10
CC(NCc1cc(Br)ccc1OCC(=O)NCc1ccccc1)c1ccccc1 (stereo not given)	-3	6	4	2	nt	-56	-26	33
CCN(CC)CCCN1C(=O)CSC1c1ccc([N+](=O)[O-])cc1 (stereo not given)	nt	10	nt	-6	nt	nt	-1	-14
COc1ccc(S(=O)(=O)Nc2cccc3c2O[C@H](CN(C)Cc2ccc(C(F)(F)F)cc2)[C@H](C)CN([C@H](C)CO)C3=O)cc1	-1	nt	0	-2	-15	nt	-26	-2
Cn1c(=O)c2cc(S(=O)(=O)NC(C(=O)NCc3ccccn3)c3ccccc3)ccc2n(C)c1=O (stereo not given)	nt	12	-1	-1	-6	-2	24	-2
C[C@H](CO)N1C[C@H](C)[C@H](CN(C)C(=O)NC2CCCCC2)OCc2cnnn2CCCC1=O	0&-1	-21&-3	0&15	-8&-4	0&4	7&-2	-1&9	-8&-3
COc1ccc(CN2C(=O)CN(C3CCCCCC3)C(=O)C2c2ccc(OC)c(OC)c2)cc1 (stereo not given)	-1	nt	2	11	-3	8	nt	nt
Cc1ccccc1C(=O)OC1OC(=O)C(Cl)=C1N1CCOCC1 (stereo not given)	8	21	3	-2	7	nt	10	5
O=C(O)c1ccccc1C(=O)NNc1ccc(F)cc1F	nt	10	nt	2	nt	nt	10	-12
CCCNS(=O)(=O)c1ccc(OC)c(Cl)c1Cl	-1	nt	1	4	-2	6	21	nt
Cc1ccc(C)c(OCC(=O)Nc2ccc(S(=O)(=O)Nc3ccccn3)cc2)c1	7	-22	-4	-2	2	3	0	16
COc1ccccc1NC(=O)Cn1cnc2sc(C(=O)Nc3cc(OC)c(OC)c(OC)c3)c(C)c2c1=O	-1	36	-3	-2	-14	17	-2	-19
O=C(c1ccc(Cl)c(Cl)c1)N(Cc1ccco1)c1ccc(O)cc1	4	nt	8	0	nt	2	nt	nt
Cc1cccc(C(=O)NCCc2ccccc2)c1	-1	-72	-6	-3	10	1	11	-13
Cc1ccc2c(c1)CCCN2C(=O)c1cc2ccccc2oc1=O	-1	nt	1	-6	4	-18	6	-8
COc1cccc(NC(=O)CN(C)C(=O)c2ccc3c(c2)CC(c2ccccc2)OC3=O)c1 (stereo not given)	1	14	-1	-1	0	9	-9	11
C[C@@H]1CN([C@@H](C)CO)C(=O)Cc2cc(NC(=O)Cc3cn(C)c4ccccc34)ccc2O[C@@H]1CN(C)CC1CC1	-16	nt	-1	nt	-11	12	-8	-11
Cc1c(S(=O)(=O)Nc2cccc3ccccc23)c(=O)n(C)c(=O)n1C	-5	8	0	-1	nt	nt	12	-13
Cc1ccccc1-c1cnc2c(c1)C(=O)N([C@@H](C)CO)C[C@@H](C)[C@@H](CN(C)C(=O)c1ccc(F)cc1)O2	8	nt	1	0	7	3	-18	-28
COCCn1c(C)cc(C2=NNC(=Nc3ccccc3F)SC2)c1C	4	nt	-10	1	2	-9	nt	nt
COc1cccc(N2[C@@H](CC(C)=O)c3cc(C(F)(F)F)ccc3S2(=O)=O)c1	2	-2	-5	nt	nt	-9	-5	7

Structural class: those above with a furan ring, fused or not
SMILES	PglD DTNB	PAX8 reporter	Cneo AK release	ARNT-TACC3 inh	PGC1a acetyl inh	Statin myotox sup	INS-1E GSIS act	LGR2 antag
CN(C)S(=O)(=O)c1ccc(C(=O)NCCc2ccco2)cc1	0	-33	0	nt	nt	-5	-1	-40
O=C(c1ccc(Cl)c(Cl)c1)N(Cc1ccco1)c1ccc(O)cc1	4	nt	8	0	nt	2	nt	nt

Additional results follow.
SMILES	PglD DTNB	PAX8 reporter	Cneo AK release	ARNT-TACC3 inh	PGC1a acetyl inh	Statin myotox sup	INS-1E GSIS act	LGR2 antag
O=C(Nc1ccccc1)c1ccn[nH]1	0	nt	0	-1	2	-4	nt	nt
CCn1c(C)c2c(C)nnc(C)c2c1C	5	nt	0	7	nt	6	4	-10
COc1ccccc1C1C(C(=O)c2ccc(C)o2)=C(O)C(=O)N1c1cc(C)on1 (stereo not given)	3	0	0	3	-6	16	4	7
CC(=O)OC1CCC2(C)C(COc3ccc4ccc(=O)oc4c3)C(C)(O)CCC2C1(C)C (stereo not given)	-2	nt	-4	nt	-12	-24	-1	1
O=C1/C(=C\c2ccc(O)c(O)c2)C(c2ccccc2)=NN1c1ccccc1	0	12	-1	4	nt	1	-12	19
CC(C)(C)C(=O)NC1CC2CCCC(C1)N2C(=O)Nc1ccccc1 (stereo not given)	2	26	1	35	nt	-1	17	-10
CCC(c1nnnn1CCOC)N1CCN(Cc2ccccc2OC)CC1 (stereo not given)	-7	nt	-6	-5	-2	13	nt	nt
COc1ccc(CNC(=O)c2ccccc2SCC(=O)N2CCCC2)cc1OC	-3	-29	-3	-7	nt	-10	16	-16
Clc1ccccn1	10	nt	2	nt	-15	14	8	20
O=C(OCC(=O)N1CCOCC1)c1ccc2[nH]c3c(c2c1)CCCC3	-1	-18	-1	-14	-2	-25	7	-17
Cc1cc(C)nc(-n2nc(C)cc2NC(=O)CN2CCCC(C)C2)n1 (stereo not given)	7	nt	3	-4	14	-3	nt	nt
COc1ccc(NS(=O)(=O)c2ccc3oc(=O)c4[nH]c(=O)c(=O)n(C)c4c3c2)cc1	-3	-11	-1	-2	9	-2	-20	-5
COc1ccc(/C=C(\NC(=O)c2ccc(Cl)cc2)C(=O)NCCCN2CCOCC2)cc1OC	2	-27	0	-22	nt	-1	-2	7
CC(C)CC(=O)NC(=S)N(Cc1ccccc1)Cc1ccccc1	nt	-3	nt	0	nt	nt	-14	1
CSCCC(=O)N1CCCC(N(C)CCc2ccccc2)C1 (stereo not given)	-8	-10	-2	1	-12	6	4	2
C[C@H]1CN([C@@H](C)CO)S(=O)(=O)c2ccc(-c3cncnc3)cc2O[C@@H]1CN(C)Cc1cncnc1	2	-2	-1	-7	2	13	11	-3
Cc1ccsc1CN(C)C(=O)c1cc(S(=O)(=O)N2CCOCC2)ccc1N1CCCC1	-2	13	-2	-15	7	1	-11	1
Nn1c(Cc2cccc3ccccc23)n[nH]c1=S	-14	-3	0	-6	3	-5	3	13
CC(C)(C)C(=O)Nc1cc2c3c(c1)CCC(=O)N3CCC2	0	0	4	2	-9	-2	8	-7
CC[C@]12c3[nH]c4ccc(OC)cc4c3CCN1C(=O)C(CC(=O)NCCN1CCOCC1)C[C@@H]2C(=O)N1CCN(C(=O)C2CC2)CC1 (stereo not given in full)	3	-5	-5	0	7	17	0	-6

Only PglD DTNB, for some of the entries so far:
Compound | PglD DTNB
Cc1ccsc1CN(C)C(=O)c1cc(S(=O)(=O)N2CCOCC2)ccc1N1CCCC1 | -2
Nn1c(Cc2cccc3ccccc23)n[nH]c1=S | -14

Assay outcomes (PubChem)
